Screening results as filed in PubChem BioAssay.
HTT cytoprotect: cytoprotection in Huntington HTT-Q103 PC12 cell model; AID 1471; Potency, µM (titrated, usually from 56.4 µM), without a hit: cytoprotection (ATP increase), usual class: activators; PC12 HTT-Q103 induced, cytoprotection, ATP luminescence, 40 h; hit rate 0.14% among 230,000; active = well fitted activation curve with a large enough effect; inconclusive = small, poorly fitted or top-dose-only effect; inactive = no such curve, though single readings can be large or run the other way;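 also: % of control where 0% means no effect; nearly all actives have a fitted effect of over 45% in size; toxic huntingtin expression switched on by the ecdysone agonist tebufenozide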
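Huntington model: PC12 line, ecdysone-inducible HTTQ103 exon1–GFP, tebufenozide 100 nM. Test articles in a dose series. Endpoint luminescence from cellular ATP.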
The depositor's hits bear a star; ? = inconclusive; [ ] = remark or other dose. Potency is read from the fitted curve at half-maximal effect. This is a subset, so the mix of outcomes need not match the whole.

SMILES | HTT cytoprotect
CC1CC(C)CN(c2nc3c(c(=O)[nH]c(=O)n3C)n2CCCSc2nc3ccccc3s2)C1 (stereo not given) | -12%[0.074 µM]
Cc1cc(Cc2cc(Cc3cc(C)cc(C(C)(C)C)c3O)c(C)cc2C)c(O)c(C(C)(C)C)c1 | 6%[10 µM]
Cc1noc(C)c1CSc1nnc2n(-c3ccccc3)c(=O)c3ccccc3n12 | -31%[inhibitor][10 µM]
O=C(O)[C@H]1O[C@H]1C(=O)O | -8%[10 µM]
O=C(Cn1c(NCCCO)nc2ccccc21)c1cccs1 | -19%
O[C@@H](COc1cccc2ccccc12)CN1CCOCC1 | 0%[10 µM]
O=C1c2ccccc2-c2ccc(N=[N+]([O-])c3ccc4c(c3)C(=O)c3ccccc3-4)cc21 | 7%[10 µM]
O=C1C2[C@@H](c3ccccc3)N[C@@H](c3ccccc3)C1[C@H](c1ccccc1)N[C@H]2c1ccccc1 | -19%[10 µM]
CCCn1c(=O)c(C(=O)Nc2nnc(C)s2)c(O)c2ccccc21 | -9%[10 µM]
CCCCOc1ccc(C(=O)CCNC(C(=O)O)C(C)CC)cc1 (stereo not given) | -6%[0.074 µM]
C[C@@H](C(=O)O)c1ccc(C[C@@H]2CCCC2=O)cc1 | 14%[1.9 µM]
CC(=O)O[C@H]1CC[C@@]2(C)[C@@H](CC[C@@]3(C)[C@H]2C(=O)C=C2[C@H]4C[C@](C)(C(=O)OCCN5CCCCC5)CC[C@]4(C)CC[C@@]23C)C1(C)C | -3%
Cc1ccc(-c2nnc(-c3ccc4ccccc4c3)o2)cc1 | -10%[10 µM]
COc1ccc2[nH]c3cc4c(=O)c5cc(OC)ccc5[nH]c4cc3c(=O)c2c1 | 5%[10 µM]
Oc1cc(CN2COc3ccccc32)c(O)cc1CNC1CCCCC1 | 7%[10 µM]
Cc1nc(NC2=NCN(CCN3CCOCC3)CN2)nc2c(C)cccc12 | -5%[10 µM]
c1c[nH]c(CN2CCOCC2)n1 | -10%[10 µM]
CC(C)(C)c1onc(OCP(=O)(O)O)c1C[C@@H](N)C(=O)O | -5%[1.9 µM]
COc1cc2c(cc1OC)C(C(=O)NC1CC1)C1c3ccccc3CCN1C2=O (stereo not given) | -1%
Cc1ccc2c(c1)N[C@H](c1ccc(C(=O)O)cc1)c1cccn1-2 | -5%[10 µM]
CCN(CC)CCCN1C(=O)C(O)=C(C(=O)c2ccc(C)o2)C1c1ccco1 (stereo not given) | 7%[0.074 µM]
O=C(Nc1ccccc1)N(CCc1ccncc1)C1CCCCC1 | -12%
CC(C)(C)c1ccc(O)c(CN(Cc2cc(C(C)(C)C)ccc2O)C2CCCCC2)c1 | -1%[10 µM]
CCOCCn1c(=O)c2c(nc3n2CCN3c2ccc(CC)cc2)n(C)c1=O | -6%[0.074 µM]
N=c1c(S(=O)(=O)c2ccccc2)cc2c(=O)n3ccccc3nc2n1CCN1CCOCC1 | 1%[0.074 µM]
CN(CCO)Cc1ncccc1O | 6%[10 µM]
NC(=O)c1csc(-c2ccc(CO)o2)n1 | -16%[10 µM]
Cc1ccc([C@@H](O)c2cnc(C)n2Cc2ccccc2)cc1 | 20%[10 µM]
C(/C=C\c1ccccc1)=Nc1ccc2c(c1)Cc1ccccc1-2 | -7%[10 µM]
Cn1nc(-c2ccc(N3CCOCC3)c(NC(=O)c3ccccc3)c2)c2ccccc2c1=O | -4%[0.074 µM]
COc1ccc2c(Cl)cc(NC(=S)Nc3ccccc3)nc2c1 | 1%[10 µM]
N=C(N)c1ccc(-c2ccc(-c3ccc(C(=N)N)cc3)o2)cc1 | ?
Cn1ncc2c(Cl)ncnc21 | -9%[10 µM]
c1ccc2sc(SCCSc3nc4ccccc4s3)nc2c1 | -5%[10 µM]
CO[C@@H](NC(N)=O)C(=O)O | -28%[10 µM]
C=C1CC[C@@H]2O[C@]2(C)CC[C@@H]2[C@H]1CC2(C)C | 6%

An excerpt of these results, as a markdown table:
| SMILES | HTT cytoprotect |
| --- | --- |
| O=C(Nc1ccccc1)N(CCc1ccncc1)C1CCCCC1 | -12% |
| CC(C)(C)c1ccc(O)c(CN(Cc2cc(C(C)(C)C)ccc2O)C2CCCCC2)c1 | -1%[10 µM] |
| CCOCCn1c(=O)c2c(nc3n2CCN3c2ccc(CC)cc2)n(C)c1=O | -6%[0.074 µM] |
| N=c1c(S(=O)(=O)c2ccccc2)cc2c(=O)n3ccccc3nc2n1CCN1CCOCC1 | 1%[0.074 µM] |
| CN(CCO)Cc1ncccc1O | 6%[10 µM] |
| NC(=O)c1csc(-c2ccc(CO)o2)n1 | -16%[10 µM] |
| Cc1ccc([C@@H](O)c2cnc(C)n2Cc2ccccc2)cc1 | 20%[10 µM] |
| C(/C=C\c1ccccc1)=Nc1ccc2c(c1)Cc1ccccc1-2 | -7%[10 µM] |
| Cn1nc(-c2ccc(N3CCOCC3)c(NC(=O)c3ccccc3)c2)c2ccccc2c1=O | -4%[0.074 µM] |
| COc1ccc2c(Cl)cc(NC(=S)Nc3ccccc3)nc2c1 | 1%[10 µM] |
| N=C(N)c1ccc(-c2ccc(-c3ccc(C(=N)N)cc3)o2)cc1 | ? |
| Cn1ncc2c(Cl)ncnc21 | -9%[10 µM] |
| c1ccc2sc(SCCSc3nc4ccccc4s3)nc2c1 | -5%[10 µM] |
| CO[C@@H](NC(N)=O)C(=O)O | -28%[10 µM] |
| C=C1CC[C@@H]2O[C@]2(C)CC[C@@H]2[C@H]1CC2(C)C | 6% |

(more compounds)
SMILES | HTT cytoprotect
CCn1c(=N)c(C(N)=O)cc2c(=O)n3cccc(C)c3nc21 | -17%[10 µM]
Clc1ccc2c(NC3CCC(N4CCCCC4)CC3)ccnc2c1 (stereo not given) | -14%[10 µM]
COc1ccc(C2C(C(=O)c3sc(C)nc3C)=C(O)C(=O)N2CCCn2ccnc2)cc1 (stereo not given) | 9%[0.074 µM]
CCOC(=O)c1[nH]c2ccccc2c1NC(=O)c1cc(OC)c(OC)c(OC)c1 | -28%[0.074 µM]
CC(C)N1CCN(c2ccncc2S(=O)(=O)N2CCCCC2)CC1 | 10%[10 µM]
NCCSCCc1ccccc1 | -12%[10 µM]
O=C(c1ccc2c(c1)c(=O)oc1ccccc12)N1CCCCC1 | -20%[0.074 µM]
COc1ccc2cc(C(=O)CCC(=O)O)ccc2c1 | -6%[10 µM]
CC(=O)Nc1ccccc1C=C1c2ccccc2-c2ccccc21 | 16%[10 µM]
CC(=O)O[C@]12CC[N@+]3(C)CCCC[C@@H]3[C-]1Nc1ccccc12 | 6%[10 µM]
Cc1cn(CC[C@H](N)C(=O)O)c(=O)[nH]c1=O | -4%[10 µM]
Clc1ccc(-c2noc(CN3CCCCC3)n2)cc1 | -10%[10 µM]
CCCCCn1c(=NC(C)=O)c(C#N)cc2c(=O)n3cccc(C)c3nc21 | -1%[0.074 µM]
Cc1cccc(C)c1OC[C@@H](N)C(C)C | -4%[1.9 µM]
CC(C)CN(CC#N)CC(C)C | -11%[10 µM]
O=C(CC(=O)c1ccncc1)c1ccccc1 | 9%[10 µM]
Clc1ccc(CSCCc2ccncc2)cc1Cl | 3%[10 µM]
O=C(O)[C@@H](Br)[C@@H](Br)c1ccccc1[N+](=O)[O-] | 15%[10 µM]
CN(C)CCNc1ccccn1 | 5%[10 µM]
COc1c2c(nc3ccccc13)O[C@@H]([C@@](C)(O)CO)C2 | 0%[1.9 µM]
COC(=O)c1cc(-c2ccc3ccccc3c2)[nH]c(=O)c1C#N | 4%[10 µM]
Cc1nnc(S(=O)(=O)c2ccc(N=Nc3c(N)nc(N)nc3N)cc2)s1 | -15%[10 µM]
Cc1cc(C)nc(-n2c(Nc3ccccc3)cc(=O)c3c(C)n(-c4ccccc4)c(=O)nc32)n1 | -11%[10 µM]
O=C(O)CC1(CC(=O)O)Nc2ccccc2SC1=O | -4%[10 µM]
CNCC[C@H](Oc1ccccc1C)c1ccccc1 | 7%[1.9 µM]
CC(C)(C)SCCNC(=O)CSc1ccccc1 | 6%[10 µM]
O=C(CCN1CCOCC1)Nc1ccc(F)cc1F | -8%[10 µM]
O=C(O)/C=C\C(=O)Nc1ccccn1 | -4%[10 µM]
CCc1nc(SCC(=O)N2CCc3ccccc32)c2oc3ccccc3c2n1 | -8%[0.074 µM]
CC1CN(C(=O)c2cc(F)c(F)cc2Cl)CC(C)O1 (stereo not given) | -21%[0.074 µM]
Oc1c(Br)cc(Br)cc1CN(Cc1cc(Br)cc(Br)c1O)C1CCCCC1 | -6%[10 µM]
O=C1Oc2ccccc2C(=O)/C1=C\N1C(=O)N/C(=C\c2ccccc2O)C1=O | -6%[10 µM]
O=C1Nc2ccc(S(=O)(=O)NCc3ccco3)c3cccc1c23 | -34%[inhibitor][10 µM]
NCCC[C@@](N)(C(=O)O)C(F)F | -1%[1.9 µM]
Cc1ccc(C2C(C(=O)c3sc(-c4ccccc4)nc3C)=C(O)C(=O)N2CCN(C)C)o1 (stereo not given) | 11%
C[C@@H]1CCCN(CP(=O)(c2ccccc2)c2ccccc2)C1 | -1%[10 µM]
Cc1nn2c3ccccc3nc2n(Cc2ccccc2)c1=O | 7%
CCC(=O)c1ccc(OC(=O)c2ccc(Br)o2)cc1 | -1%[0.074 µM]
COc1nc(Nc2ccc(-c3nc4ccccc4o3)cc2)nc(N2CCOCC2)n1 | 7%
N=C(N)SCCN1CCCCC1 | 16%[10 µM]
Cc1ccc(S(=O)(=O)O[C@H]2C[C@@H](C(C)(C)C)CC[C@@H]2c2ccccc2)cc1 | 10%[10 µM]
Clc1ccc(C(c2ccc(Cl)cc2)n2cc[n+](C[C@@H](OCc3ccc(Cl)cc3Cl)c3ccc(Cl)cc3Cl)c2)cc1 | -58%[inhibitor][1.9 µM]
CCCn1cnc2c(SCc3ccc(Cl)cc3)nc(N)nc21 | -1%[10 µM]
O=C(CSc1nc2ccccc2o1)Nc1nc2c(s1)CCCC2 | -74%[inhibitor][10 µM]
COc1ccccc1N(CC(=O)Nc1cc(C)on1)S(=O)(=O)c1cccs1 | -6%[10 µM]
NNC(=O)CS(=O)(=O)Nc1ncccn1 | -6%[10 µM]
N#C/C(=C(\O)C(=O)O)c1ccc(-c2cccc3ccccc23)cc1 | 13%[10 µM]
CCCn1cnc2c(SCC(=O)O)nc(N)nc21 | 2%[10 µM]
O=c1nc2n(c3sc4c(c13)CCC4)Cc1ccccc1-2 | -14%[10 µM]
FC(F)(F)c1nc2nc(Cl)c(Cl)nc2n1CCCN1CCOCC1 | 0%[10 µM]
N#CC1=C(SCC(N)=O)NC(=O)CC1c1cccc2ccccc12 (stereo not given) | -3%
c1cncc(-c2nn3c(-c4ccncc4)nnc3s2)c1 | -31%[0.074 µM]
CC(C)(C(=O)O)c1ccc([C@@H](O)CCCN2CCC(C(O)(c3ccccc3)c3ccccc3)CC2)cc1 | -4%[1.9 µM]
Cc1nn2c3c(cnc2c1-c1ccccc1)C(=O)CC(C)C3 (stereo not given) | -54%[inhibitor][0.074 µM]
Cc1ccc2ccccc2c1CSc1nc(N)nc2c1ncn2CC(C)C | 2%[10 µM]
Cc1ncc(CSc2ccccc2N)c(CO)c1O | 2%[10 µM]
O=C(CN1CCOCC1)N1CCN(C(=O)CN2CCOCC2)CC1 | 16%[10 µM]
COC(=O)c1c(NC(=O)CSc2nc3c(c(=O)n(C)c(=O)n3C)n2C(C)C)sc(C)c1C | 2%[10 µM]
Cn1c(=O)c2c(ncn2CN2CCN(Cn3cnc4c3c(=O)n(C)c(=O)n4C)CC2)n(C)c1=O | -13%[10 µM]
Cc1cc2c(cc1C)NC1=C(N2)O[C@H](c2c[nH]c3ccc(COc4ccccc4)cc23)C1=O | -17%[10 µM]

Next results:
SMILES | HTT cytoprotect
COCCCNC(=O)CSc1nc2ccc(N3CCOCC3)cc2c(=O)n1CCc1ccccc1 | -29%[0.074 µM]
CC1(C)CC(=O)c2cc(C(=O)N3CCCCC3)c(=O)n(-c3ccc(Cl)cc3)c2C1 | -5%
O=c1[nH]c(=S)[nH]c(-c2ccccc2)c1Cc1c(O)ccc2ccccc12 | -15%[10 µM]
NC(Cc1ccccc1)(C(=O)O)C(=O)O | 8%[10 µM]
CCOC(=O)N1CCC(NC(=O)C2CCN(Cc3nc(-c4ccc(CC)cc4)oc3C)CC2)CC1 | -6%
CCOCCn1c(=O)c2c(nc3n2CCN3c2ccccc2)n(C)c1=O | -23%[0.074 µM]
O=C1C[C@H]2C(=O)[C@@H]1[C@@H](C(=O)O)[C@H]2C(=O)O | -22%[10 µM]
COc1ccc(N2CCN(C(=O)CSc3nnc4nc(C)cc(C)n34)CC2)cc1 | 20%[10 µM]
CC(=O)O[C@@H]1CC[C@]2(C)[C@H]3CC[C@]4(C)[C@H](C[C@H]5CCCC[C@@]54C(C)=O)[C@@H]3CC(=O)[C@@]2(O)C1 | 7%
O=C(O)c1ccccc1/C=N\N=C1c2ccccc2-c2ccccc21 | 1%[10 µM]
O=c1cc(N=Nc2ccc(O)cc2)[nH]c(=O)[nH]1 | 9%[10 µM]
CC(=O)N1CCC(N(CCN2CCOCC2)C(=O)Nc2ccc(Cl)c(Cl)c2)CC1 | -11%
NS(=O)(=O)c1ccc(N=Nc2nc3[nH]c(=O)[nH]c(=O)c3[nH]2)cc1 | -5%[10 µM]
O=[N+]([O-])/C=C\c1cc2ccccc2[nH]1 | -14%[10 µM]
CC1=C(C)C(=O)NC(Nc2nc(C)c3cc(C)cc(C)c3n2)N1 (stereo not given) | -93%[inhibitor][10 µM]
CC(=O)N[C@H](Cc1c[nH]c2ccccc12)C(=O)O | -11%[10 µM]
